From PubChem BioAssay
FLuc inh counter = inhibits firefly luciferase, flagging false hits in luciferase inhibition screens; P08659; ATPLite firefly luciferase biochemical luminescence, 10 min; inhibition, % at 10 µM; 200,000 compounds, 1.5% hits;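 active = inhibition above about 50% when tested at 10 µM, limit read from the data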
Target sequence (P08659 whole entry, looked up): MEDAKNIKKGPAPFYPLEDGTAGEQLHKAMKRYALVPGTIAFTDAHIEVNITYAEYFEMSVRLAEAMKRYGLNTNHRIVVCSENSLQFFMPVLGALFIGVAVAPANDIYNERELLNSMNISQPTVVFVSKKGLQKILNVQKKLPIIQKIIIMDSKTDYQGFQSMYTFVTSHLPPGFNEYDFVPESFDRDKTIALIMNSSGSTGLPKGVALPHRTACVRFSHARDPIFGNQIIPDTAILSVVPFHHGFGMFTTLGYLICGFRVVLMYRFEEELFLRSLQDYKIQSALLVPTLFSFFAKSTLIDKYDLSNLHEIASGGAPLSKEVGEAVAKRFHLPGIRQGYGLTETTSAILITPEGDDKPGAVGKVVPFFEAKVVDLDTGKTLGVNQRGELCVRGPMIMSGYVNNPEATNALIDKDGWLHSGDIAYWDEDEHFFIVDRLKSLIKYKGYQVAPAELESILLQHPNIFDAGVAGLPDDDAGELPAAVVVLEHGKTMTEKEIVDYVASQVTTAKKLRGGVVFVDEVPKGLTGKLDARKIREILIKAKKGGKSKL
Diaph inh CS = diaphorase inhibition or chemical oxidation counter-screen; inhibition, % at 20 µM; diaphorase resazurin-to-resorufin fluorescence, NADH, 16 min; bacterial (C. kluyveri) enzyme, not human; 190,000 compounds, 0.69% hits;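 active = primary screen inhibition at 20 µM above a set limit, cut at about 50% in these data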;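 also: plate controls were DMSO with full reaction for no effect and wells lacking NADH for full effect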
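Test system: diaphorase enzyme from Clostridium kluyveri; amount: diaphorase at 0.14 U/mL in enzyme working solution; detection: fluorescence of resorufin formed from resazurin, Ex 544/Em 590 nm; times: reaction incubation of 16 min at room temperature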
FLuc stim CS = firefly luciferase counter-screen for stimulation assays; P08659; ATPlite luciferase biochemical, luminescence, 10 min; 0 = ATP-free wells, 1 = DMSO control; activation factor at 10 µM; 200,000 tested, under 10 active; AID 1027;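 active = luciferase activation factor, scaled between plate controls, of at least 2 with compound at 10 µM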
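assay system = Luciferase/luciferin detection reagent, cell-free biochemical luciferase assay | also added = ATP substrate | times = 10 min post-reagent at room temperature | measured by = luminescence from luciferase reaction | measure = luciferase activation, seen as luminescence increase over controls | benchmarks = low control with PBS replacing ATP, high control enzyme plus ATP without compound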
TLR4 MyD88 comp = TLR4-MyD88 interaction inhibition in cells. HeLa CL3-4 TLR4/MyD88 BLA complementation, FRET ratio. inhibition, % at 8.4 µM. 200,000 compounds, 0.18% hits. AID 861; in the data active = inhibition above about 25%;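 also: 0% = vehicle and 100% = reference inhibitor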
NF-kB expr up = compounds increasing NF-kB expression in human neuronal cells. 190,000 compounds, 1.6% hits. fold change at 12.5 µM. NF-kB reporter expression; stronger effect = higher value; in the data active = fold change above about 3.3
STAT1 activator = increases IFN-gamma driven STAT1 reporter signal. NIH 3T3 STAT1-luciferase reporter, luminescence; 100% = IFN-gamma alone, no compound. activation (% of control), % at 5.5 µM. 200,000 compounds, 2.6% hits. AID 932;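 active = activation above the screen-wide mean activation plus 3 SD, cut at about 130% in these data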;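 also: raw ratio to IFN-gamma control signal so 100% means no change and 0% no light; values of inactives mirror those of a sister screen read the other way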
Diaphorase act = activates diaphorase or chemically reduces, flagging diaphorase assay artifacts; Diaphorase/resazurin coupled assay, resorufin fluorescence, 16 min; stronger effect = higher value; 1 = vehicle wells, 0 = NADH-free wells; activation factor at 20 µM; 190,000 compounds, 0.005% hits; AID 1229;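 active = diaphorase activity raised at least twofold by the compound at 20 µM; inactive = activation factor below 2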
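Material: bacterial diaphorase enzyme (C. kluyveri); amount: enzyme 0.07 U/mL final; reagent: NADH substrate 0.114 mM plus resazurin dye 0.1 mM, final; doses: single compound dose of 20 µM, 1% DMSO final; timing: 16 min enzyme reaction, ambient temperature; measured by: fluorescence of resorufin, 544 nm excitation, 590 nm emission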
G6PDH CS = L. mesenteroides G6PDH inhibition counter-screen; Purified L. mesenteroides G6PDH, diaphorase/resazurin coupled fluorescence, 45 min; 200,000 compounds, 0.12% hits; inhibition, % at 5 µM; in the data active = inhibition above about 50%
APP transl inh = APP translation inhibition | inhibition, % at 2 µM | SH-SY5Y APP 5'UTR-luciferase reporter, luminescence | 190,000 compounds, 0.82% hits;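 active = inhibition above a set limit, derived from the sample mean plus 3 SD, cut at about 45% in these data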; also: values of inactives mirror those of a sister screen read the other way
APP 5'UTR act = activates APP 5'UTR luciferase reporter. activation, % at 2 µM. SH-SY5Y APP 5'UTR luciferase reporter, luminescence; zero percent = DMSO vehicle wells. 190,000 compounds, 1% hits. AID 1276;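 active = activation above a set limit, based on mean plus 3 SD of controls, cut at about 140% in these data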; also: values of inactives mirror those of a sister screen read the other way
Active calls of the source: *; x = no result given.

SMILES	FLuc inh counter	Diaph inh CS	FLuc stim CS	TLR4 MyD88 comp	NF-kB expr up	STAT1 activator	Diaphorase act	G6PDH CS	APP transl inh	APP 5'UTR act
Cc1nc2sccn2c1P(c1c(C)nc2sccn12)c1c(C)nc2sccn12	-5.6	23.5	1.1	-3.8	0.96	93.6	0.8	16.5	-15.7	15.7
CCn1cc(C(=O)OCC(=O)c2ccccc2)c(=O)c2ccc(C)nc21	-4.0	11.8	1	-2.5	1.15	98.5	0.9	-3.1	2.0	-2.0
O=C(COC(=O)C1CC2C=CC1C2)NCc1ccco1 (centres undefined)	-5.5	27.7	1.1	-10.2	0.96	104.3	0.7	3.5	0.7	-0.7
COc1ccccc1NC(=S)N1CCC(NC(=O)NC23CC4CC(CC(C4)C2)C3)CC1	-3.7	11.5	1	17.1	0.94	88.8	0.9	3.1	5.6	-5.6
CC(C)NC(=S)N/N=C/c1ccccc1[N+](=O)[O-]	6.6	8.9	0.9	10.6	1.22	107.3	0.9	-2.5	-1.5	1.5
Cc1ccc(C)c(S(=O)(=O)N2CCN(CC(=O)NC(=O)NCc3ccco3)CC2)c1	-6.7	11.5	1.1	2.7	1.03	89.4	0.9	1.6	-10.6	10.6
COC(=O)c1ccc(C(=O)OC)c(NC(=O)COc2ccccc2OC)c1	-4.7	16.2	1	4.2	1.09	94.3	0.8	4.8	-14.2	14.2
COc1ccc(-c2cc(C(=O)OCC(=O)c3cccc([N+](=O)[O-])c3)c3cc(C)ccc3n2)cc1	-0.7	21.6	1	2.7	1.21	92.0	0.8	-6.2	7.4	-7.4
COC(=O)c1sc(S(=O)(=O)Nc2ccc(Br)cc2)c(C(=O)OC)c1C	-6.0	11.9	1.1	-22.3	0.88	96.1	0.9	-5.0	3.1	-3.1
CCOC(=O)c1cc(CNC(=O)c2c(C)oc3c2CCCC3)c(C)o1	-3.2	3.4	1	1.8	0.95	101.2	1	-2.9	-5.5	5.5
CN(C(=O)c1cccc(COc2ccc(Cl)cc2Cl)c1)c1ccccc1	-5.1	12.1	1.1	-25.9	2.24	118.0	0.9	9.2	-124.6	124.5
CS(=O)(=O)N1CCC(Oc2ccccc2C(=O)N2CCCCC2CO)CC1 (centres undefined)	-4.4	0.0	1	-2.0	1.49	110.4	1	3.2	16.0	-16.0
O=C(C/C=N\OCc1ccc([N+](=O)[O-])cc1)Nc1ccccc1	-6.2	18.4	1.1	-7.9	1.1	100.9	0.8	12.5	0.9	-0.9
COc1ccc(C(Nc2ccccn2)c2c(NC(=O)c3ccco3)sc(C)c2C)cc1 (centres undefined)	-0.6	26.2	1	5.3	1.2	114.0	0.7	-9.3	-4.9	4.9
COc1ccc(CC(=O)Nc2cccc(-c3nnc(-c4ccccc4)o3)c2)cc1OC	1.3	12.4	1	0.2	0.61	95.8	0.9	-26.0	-13.4	13.4
Cc1ccc(Nc2c(-c3ccccc3O)nc3cnccn23)cc1	-3.2	20.8	1	4.2	0.86	103.4	0.8	0.2	37.5	-37.5
C=CCn1c(=O)c(C(=O)NCCc2ccccc2)c(O)c2ccccc21	-5.6	7.2	1.1	-2.8	1.06	102.0	0.9	3.0	12.1	-12.1
Cc1cc2nc(-c3cccnc3SCC(=O)NC(C)C)[nH]c2cc1C	70.1*	-2.0	0.3	1.6	1.24	126.0	1	2.9	-62.6	62.6
O=[N+]([O-])c1cnn(-c2nc(-c3ccccc3)cc(C(F)(F)F)n2)c1	-3.0	-2.3	1	-3.7	1.07	99.5	1	6.1	-4.7	4.7
Cc1sc(NC(=O)c2ccco2)c(CN2CCN(c3ccccc3)CC2)c1C	-4.3	11.9	1	-6.5	0.84	95.3	0.9	-3.7	-2.5	2.5
COc1ccc(N2CCN(C(=O)c3cccn4c(=O)c5ccccc5nc34)CC2)cc1	-2.7	1.1	1	9.8	1.12	98.2	1	2.7	-9.7	9.7
O=C(CNC(=O)c1ccco1)N/N=C/c1ccccc1[N+](=O)[O-]	-5.0	11.2	1.1	-1.2	1.47	104.9	0.9	9.8	8.8	-8.8
COc1cccc(C(c2nnnn2Cc2ccc(F)cc2)N2CCC(C(N)=O)CC2)c1OC (centres undefined)	-7.3	10.2	1.1	-1.1	0.98	97.5	0.9	-1.9	-3.2	3.2
CCOC(=O)c1ccc(CNC(=O)C2CCCCC2C(=O)OCC(F)(F)F)o1 (centres undefined)	-1.0	6.8	1	-0.9	1.06	97.4	0.9	7.1	-11.8	11.8
CCOC(=O)c1c(C)[nH]c(C(=O)COC(=O)COc2ccc(OC)cc2)c1C	-8.8	1.6	1.1	2.4	0.9	99.1	1	4.8	-19.8	19.8

Profiles, looked up by structure:
Entry for `CN(C(=O)c1cccc(COc2ccc(Cl)cc2Cl)c1)c1ccccc1` : FLuc inh counter = -5.1; Diaph inh CS = 12.1; FLuc stim CS = 1.1; TLR4 MyD88 comp = -25.9; NF-kB expr up = 2.24; STAT1 activator = 118.0; Diaphorase act = 0.9; G6PDH CS = 9.2; APP transl inh = -124.6; APP 5'UTR act = 124.5
Entry for `CCOC(=O)c1ccc(CNC(=O)C2CCCCC2C(=O)OCC(F)(F)F)o1` (centres undefined) : FLuc inh counter = -1.0; Diaph inh CS = 6.8; FLuc stim CS = 1; TLR4 MyD88 comp = -0.9; NF-kB expr up = 1.06; STAT1 activator = 97.4; Diaphorase act = 0.9; G6PDH CS = 7.1; APP transl inh = -11.8; APP 5'UTR act = 11.8
Entry for `O=C(COC(=O)C1CC2C=CC1C2)NCc1ccco1` (centres undefined) : FLuc inh counter = -5.5; Diaph inh CS = 27.7; FLuc stim CS = 1.1; TLR4 MyD88 comp = -10.2; NF-kB expr up = 0.96; STAT1 activator = 104.3; Diaphorase act = 0.7; G6PDH CS = 3.5; APP transl inh = 0.7; APP 5'UTR act = -0.7

Remaining list, next part:
SMILES	FLuc inh counter	Diaph inh CS	FLuc stim CS	TLR4 MyD88 comp	NF-kB expr up	STAT1 activator	Diaphorase act	G6PDH CS	APP transl inh	APP 5'UTR act
COC(=O)Nc1ccc(S(=O)(=O)N2CCN(CCN3C(=O)C4C5C=CC(C5)C4C3=O)CC2)cc1 (centres undefined)	-10.4	-2.5	1.1	6.1	1.11	101.8	1	8.0	x	x
COc1c(Cl)cc(C(=O)Nc2ccccc2-c2ccccc2)cc1Cl	-6.0	-4.5	1.1	6.7	1.32	96.1	1	5.3	-8.2	8.2
O=C(O)c1cn(-c2ccc(F)cc2)c(=O)c2ccccc12	-6.4	2.2	1.1	11.0	1.29	99.9	1	12.8	-3.5	3.5
O=C(NNC(=S)NC(=O)C12CC3CC(CC(C3)C1)C2)c1ccncc1	1.6	50.9*	1	-4.9	1	103.4	0.5	1.0	9.9	-9.9
Oc1cc2ccccc2cc1-c1n[nH]c(=S)n1Cc1ccco1	-2.0	46.5	1	-4.4	1.18	102.4	0.5	15.6	-17.2	17.2
Cc1ccc(NC(=O)CSc2nc3[nH]ncc3c(=O)[nH]2)cc1	-3.7	8.9	1	-4.8	1.08	105.0	0.9	4.7	-39.8	39.8
CN1C(=O)CC(N2CCN(c3ccc(Cl)c(Cl)c3)CC2)C1=O (centres undefined)	-4.0	10.5	1	-1.0	0.88	96.5	0.9	-7.5	1.3	-1.3
CCc1ccc(C2CC(c3cccc(Cl)c3)n3nc(N)nc3N2)cc1 (centres undefined)	-6.5	12.3	1.1	6.0	0.65	107.1	0.9	-10.0	-13.6	13.6
Cc1ccc2c(COn3nnc4ccc(S(=O)(=O)N(C)C)cc43)cc(=O)oc2c1C	-4.2	32.9	1	-21.2	1.2	97.8	0.7	-16.7	-16.4	16.4
Nc1ncc(Br)cc1S(=O)(=O)NCCC(=O)Nc1cccc(Cl)c1	-4.8	8.1	1	0.4	0.91	99.1	0.9	-2.6	-1.3	1.3
Cc1ccc(N2CCN(S(=O)(=O)N(C)C)CC2)c(C)c1	-4.9	13.7	1	-9.9	x	102.4	0.9	-10.1	-9.6	9.6
COc1ccc(OC)c(S(=O)(=O)NC2CCCCC2)c1	-0.6	4.2	1	13.0	0.92	97.7	1	2.6	13.5	-13.5
O=C(CCCSc1nc2ccccc2s1)NCc1ccc2c(c1)OCO2	-3.3	20.2	1	-1.9	0.97	97.3	0.8	2.4	8.8	-8.8
Cc1c(C(=O)N2CCOCC2)oc2ccc(S(=O)(=O)N3CCCCCC3)cc12	-4.7	19.6	1	8.9	1.07	97.4	0.8	10.7	-11.6	11.6
CCOC(=O)C(NC(=O)CC(C)C)(Nc1sc(C)c(CC)c1C#N)C(F)(F)F (centres undefined)	-5.9	11.4	1.1	-10.7	1.16	94.3	0.9	-3.5	18.2	-18.2
COC(=O)c1ccc(C2C(Oc3ccc(OC)cc3)C(=O)N2CCc2ccc(F)cc2)cc1 (centres undefined)	-6.1	4.0	1.1	12.7	0.83	92.8	1	-1.5	1.6	-1.6
CC1(C)Oc2ccc(C(=O)NC3CCCC3)cc2N(CC(=O)NC2CCCCC2)C1=O	-1.3	9.2	1	-4.1	1.09	91.6	0.9	-3.2	-12.7	12.7
O=C(C(c1ccccc1)N1CCOCC1)N1CCOCC1 (centres undefined)	-4.4	11.1	1	-4.1	1.11	107.3	0.9	25.4	23.4	-23.4
O=C(Oc1ccccc1Cl)c1ccc(N2CCOCC2)c([N+](=O)[O-])c1	-14.3	13.4	1.1	11.3	1.2	109.1	0.9	-10.6	2.6	-2.6
COc1cc(/C=N/NC(N)=O)ccc1OCC(=O)Nc1ccc(C)c(C)c1	-1.3	-1.0	1	-15.1	1.06	94.3	1	-3.5	-8.2	8.2
O=C(Nc1ccc2c(c1)C(=O)NC2=O)c1ccc(S(=O)(=O)N2CCCC2)cc1	-6.1	-0.1	1.1	-9.4	0.76	101.4	1	-9.3	-3.9	3.9
Cc1cccc2cc(CN(Cc3cccnc3)C(=O)c3ccccc3F)c(Cl)nc12	1.0	17.3	1	0.4	0.6	95.4	0.8	-46.6	-4.0	4.0
CC1=C(C)/C(=N\OC(=O)/C=C/c2ccccc2)C=CC1=O	-6.0	12.4	1.1	-2.1	1.09	98.8	0.9	7.7	-6.8	6.8
CCCCCCCNC(=O)c1ccc(N2CCC3(CC2)OCCO3)c([N+](=O)[O-])c1	-5.0	19.2	1.1	6.1	1.02	105.3	0.8	-10.2	-3.9	3.9
CCOc1cc(CNC(C)C)c(Cl)cc1OCC(=O)NCCc1ccccc1	-1.5	8.7	1	-1.4	1.14	100.7	0.9	0.7	4.8	-4.8
CC(C)C(=O)N1CCN(c2ccc(NC(=O)c3ccc(Br)o3)cc2)CC1	-3.7	11.3	1	8.3	1.02	97.2	0.9	-7.9	-16.8	16.8
Cc1ccc(C)c(NC(=O)Cn2nnc(-c3ccc(N4CCOCC4)cc3)n2)c1	1.9	-4.1	1	-1.7	1.17	106.2	1	8.5	-64.3	64.3
CCN(CC)CCOC(=O)c1ccc(NC(=O)COc2cc(=O)n(CC)c3ccccc23)cc1	-1.9	11.7	1	1.3	0.77	95.3	0.9	-14.2	11.4	-11.4

Quoted from the listing.
`CCCCCCCNC(=O)c1ccc(N2CCC3(CC2)OCCO3)c([N+](=O)[O-])c1` in Diaphorase act is entered as 0.8
`Cc1ccc(N2CCN(S(=O)(=O)N(C)C)CC2)c(C)c1` in FLuc inh counter is entered as -4.9
